Screening data: PubChem, National Center for Advancing Translational Sciences (NCATS)
IMPase inh – membrane-permeable compound that blocks inositol monophosphatase | CHO-M1 cells, IP1 accumulation, HTRF TR-FRET ratio | inhibition (IP1 accumulation), % at 46.1 µM | 120,000 tested, under 10 active | P97697; active means well fitted curve in the direction sought with a large enough effect in the signal ratio, not every such curve was filed as active; inconclusive means small, poorly fitted or top-dose-only effect, or a change in a side signal; inactive means no such curve, though single readings can be large or run the other way; the % refers to the signal ratio;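 further: cells stimulated with carbachol in lithium chloride buffer; plate controls were DMSO basal wells for no effect and reference inhibitor wells for full effect; higher means more IMPase inhibition seen as more IP1 and lower FRET ratio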
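CHO-M1 cells (CHO stably expressing M1 receptor), compound up to 46 uM final, stimulated with carbachol (50 uM as added) in buffer with 50mM LiCl, pH 7.4, 30 min at 37C. Cytosolic IP1 read by TR-FRET; AC50 from Hill fits.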
15-hLO-2 inh – inhibitors of human 15-lipoxygenase 2 (ALOX15B); O15296; purified 15hLO-2, xylenol orange hydroperoxide absorbance; 0.56% of 110,000 active; Potency, µM (titrated, usually from 57.1 µM), for inactives: at the highest dose activity change, negative = inhibition, most hits filed as inhibitors; AID 881; further: potency means the concentration at half of the fitted maximal effect; nearly all actives have a fitted effect of over 60% in size; many of its hits are not listed in these tables
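Screening format was qHTS against 50 nM purified 15hLO-2 in Hepes pH 7.5 with detergent. Activity follows hydroperoxide formation from 45 uM arachidonic acid, measured as 573:405 nm absorbance ratio of the ferric-xylenol orange complex.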
PNC assembly inh – perinucleolar compartment assembly inhibition; PC3M PTB-GFP, PNC prevalence imaging, 16 h; stronger effect = lower value; activity change (PNC), negative = inhibition, % at 10 µM; AID 2417; 3.1% of 140,000 active;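 active means readout at or below -70, meaning at least 70% loss of cells showing the perinucleolar compartment, a nuclear body marking cancer cells; inconclusive means readout between -30 and a set limit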;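 further: plate controls were DMSO wells for no effect and camptothecin positive control wells for full effect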
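Compounds are pinned in duplicate onto adhered PC3M cells stably expressing GFP-tagged PTB and incubated 16 h at 37 C. Cells are then fixed, nuclei stained with Hoechst, and PNC-positive cells counted.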
12-hLO inh – 12-hLO (ALOX12) enzyme inhibition | 0.12% of 150,000 active | Potency, µM (doses to about 57.1 µM), without a hit: at the highest dose activity change, negative = inhibition, hits mostly inhibitors | purified 12-hLO, xylenol orange hydroperoxide absorbance; further: potency means the concentration at half of the fitted maximal effect; nearly all actives have a fitted effect of over 55% in size; many of its hits are not listed in these tables
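Lipoxygenase turnover measured by absorbance at 573 and 405 nm after Fe-XO development. Human 12hLO 150 nM, arachidonate 40 uM, pH 7.0 Hepes buffer with detergent; 15 min compound preincubation, 30 min reaction.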
Numbers without * were called inactive; ? = inconclusive; . = no result given; & = joins results of further samples; [ ] = dose if it differs, or a comment. Unless noted, the call rests on the fitted dose curve; in most records, active means well fitted curve in the direction sought with a large enough effect; inconclusive means small, poorly fitted or top-dose-only effect, or another doubt; inactive means no such curve, though single readings can be large; an effect the other way counts as inactive or inconclusive. Unless noted, on the % scale 0 is the no-effect control and ±100 the full control effect. Not all compounds are listed, so the mix of outcomes need not match the whole.

Every second line gives: IMPase inh | 15-hLO-2 inh | PNC assembly inh | 12-hLO inh
- CCn1c(O)c(C=NCc2cccs2)c(=O)[nH]c1=O
 : -6 | -2% | 12 | -5%
- CCOc1ccc(C2(C#N)CC[N+](C)(C)CC2)cc1
 : 2 | 4% | 33 | 1%
- Cc1ccc(O)c(CN2CCN(c3ccccc3)CC2)c1
 : 5 | 15% | 6 | -3%
- O=C1CC[C@]2(O)[C@H]3Cc4ccc(O)c5c4[C@@]2(CCN3CC2CC2)[C@@H]1O5
 : 3[20.6 µM] | 9%[25.6 µM] | . | -1%[25.6 µM]
- NC(=O)OCCSc1nnc(-c2cccc(C(N)=S)c2)o1
 : 7 | . | -10 | 7%
- O=C1CC[C@]2(O)C3Cc4ccc(O)c5c4C2(CCN3CC2CC2)C1O5 (some centres undefined)
 : . | 6% | . | 0%
- N#CCCC#N
 : . | -1% | . | -4%
- CC(C)Oc1ccc(CCN)cc1Cl
 : . | . | 33 | 2%
- COc1ccc(NC(=O)N2CCCC3(CCN(C(=O)Oc4ccccc4)CC3)C2)cc1
 : . | -1% | . | 0%
- CN1CC[C@@]2(c3cccc(O)c3)Cc3nc4ccccc4cc3C[C@H]2C1
 : 9 | 27% | . | 3%
- CN1[C@H]2CC(=O)C[C@@H]1[C@@H](O)C2
 : 4[20.6 µM] | -1%[25.6 µM] | . | 4%[25.6 µM]
- O=C(Nc1ccc(F)cc1)N1CC2CC(C1)c1cccc(=O)n1C2 (centres undefined)
 : 2 | 2% | 72 | 6%
- CCCCCCCCc1[se]c2ccccc2c1Br
 : . | -2%[0.0915 µM] | . | -3%[0.00818 µM]
- C[C@H]1CC[C@@H]2[C@@H](C)[C@H]3[C@H](C[C@H]4[C@@H]5CC=C6C[C@@H](O[C@@H]7O[C@H](CO)[C@H](O)[C@H](O[C@@H]8O[C@H](CO)[C@@H](O)[C@H](O)[C@H]8O)[C@H]7O[C@@H]7O[C@@H](C)[C@H](O)[C@@H](O)[C@H]7O)CC[C@]6(C)[C@H]5CC[C@]34C)N2C1
 : . | . | -11 | 1%
- CC(=O)OC1C[C@@]2(C)C(c3ccoc3)C[C@H]3O[C@@]32[C@@]2(C)C(=O)C(O)=C3C(C)(C)C(=O)C=C[C@]3(C)C12 (some centres undefined)
 : . | -10% | . | 0%
- COc1ccc(OC)c(NP(=O)(Oc2ccc(Cl)cc2)Oc2ccc(Cl)cc2)c1
 : . | . | 3 | -29%
- C[C@@]12CC[C@H](O)C[C@@H]1CC[C@H]1[C@@H]2C[C@@H](O)[C@]2(C)[C@@H](C3=CC(=O)OC3)CC[C@]12O
 : 3[20.6 µM] | 3%[25.6 µM] | . | 2%[25.6 µM]
- C=CCN1CC[C@]23c4c5ccc(O)c4O[C@@H]2C(=O)CC[C@@]3(O)[C@H]1C5
 : 0 | -6% | . | -5%
- Cc1nc2sccc2c(=O)n1-c1ccccc1Cl
 : -1 | -1% | 55 | 7%
- Cn1cc(C(=O)C(=O)N[C@H]2CN3CCC2CC3)c2ccccc21
 : 1 | 31%[activator] | . | -1%
- C[C@@H]1CC[C@@]2(OC1)O[C@H]1[C@@H](O)[C@H]3[C@@H]4CC[C@H]5C[C@@H](O[C@@H]6O[C@H](CO)[C@H](O[C@@H]7O[C@H](CO)[C@@H](O)[C@H](O[C@@H]8OC[C@@H](O)[C@H](O)[C@H]8O)[C@H]7O[C@@H]7O[C@H](CO)[C@@H](O)[C@H](O[C@@H]8O[C@H](CO)[C@@H](O)[C@H](O)[C@H]8O)[C@H]7O)[C@H](O)[C@H]6O)[C@H](O)C[C@]5(C)[C@H]4CC[C@]3(C)[C@H]1[C@@H]2C
 : . | -6% | . | -3%
- CCSC(=O)N1CCCCCC1
 : . | -1% | . | -1%
- CC1(C)C2CC=C(CN3CCC(O)CC3)C1C2 (centres undefined)
 : 0 | -7% | ? | -3%
- COC(=O)[C@]1(C)CC[C@@]2(C)CC[C@@]3(C)C4=CC=C5C(=CC(=O)C(O)=C5C)[C@@]4(C)CC[C@@]3(C)C2C1 (some centres undefined)
 : . | 4µM* | . | ?
- COc1ccc(Cn2c(O)c(C=NCCN3CCOCC3)c(=O)[nH]c2=O)cc1
 : -23 | -2% | 34 | -2%
- Oc1cc(Cl)c(Cl)c(Cl)c1
 : . | -8% | . | -2%
- NC(=O)CN1C[C@@H](O)CC1=O
 : 2 | 7% | . | -1%
- COc1ccc(C=C2C(=O)N(C)C(=O)N(C)C2=O)cc1CSc1ccccn1
 : 5 | -11% | -13 | -6%
- CC(CO)NC(=O)C1C=C2c3cccc4[nH]cc(c34)C[C@H]2N(C)C1 (some centres undefined)
 : . | -7% | . | 0%
- CN1C(=O)C(=Cc2ccccc2OCc2ccc(Cl)cc2)C(=O)N(C)C1=O
 : . | . | 47 | -5%
- Cc1cccc(-n2c(C)nc3cc(C(=O)N4CCC5(CC4)OCCO5)ccc32)c1
 : 5 | 7% | -3 | -3%
- O=c1[nH]c(=S)n(Cc2ccc(F)cc2)c(O)c1/C=N/N1CCCCCC1
 : 3 | . | -21 | ?
- O=C(c1ccc2c(c1)ncn2C1CCCCCC1)N1CCC2(CC1)OCCO2
 : 4 | 12% | 30 | -3%
- Cn1c(O)c(C=NC2CC3CCC2(C)C3(C)C)c(=O)[nH]c1=O (centres undefined)
 : 1 | -5% | -1 | 1%
- CC(=O)OC1=CC2=CC[C@H]3[C@H]4CCC(=O)[C@@]4(C)CC(=O)[C@]3(S)[C@]2(C)CC1
 : . | -18%[11.4 µM] | . | -6%[11.4 µM]
- CN(C)CCC=C1c2ccccc2CCc2ccccc21
 : 10[20.6 µM] | 2% | -3 | -1%
- CC/C(=N\Nc1cccc2ccccc12)c1c(O)[nH]c(=O)[nH]c1=O
 : . | . | 2 | -16%
- NC1(C(=O)O)CCCC1
 : . | -3% | . | -3%
- C/C=C/c1ccc2c(c1)OCO2
 : 5 | -6% | . | -4%
- COc1c2c(cc3c1OCO3)C13C=CC(OC)CC1N(C2)CC3O (centres undefined)
 : . | 2% | . | 0%
- O=c1cccc2n1CC1CNCC2C1 (centres undefined)
 : 1 | 0%&-4% | . | 1%&-1%
- CCCCCn1c(=O)c(C(=O)Nc2ccncc2)c(O)c2ccccc21
 : 1 | -2% | -18 | -8%
- C[C@@H]1O[C@H](C[N+](C)(C)C)CS1
 : -4 | -9% | . | -7%
- CC[C@H](Oc1ccc(Cl)cc1)C(=O)OC1C[C@H]2CC[C@@H](C1)N2C (some centres undefined)
 : 16 | 40%[activator] | . | 0%
- CC(C)(C)NC(=O)Cn1cc(C(=O)c2ccccc2F)c2ccccc21
 : -2 | -6% | 33 | -5%

Given as tab-separated lines: part of the list above
SMILES	IMPase inh	15-hLO-2 inh	PNC assembly inh	12-hLO inh
O=c1[nH]c(=S)n(Cc2ccc(F)cc2)c(O)c1/C=N/N1CCCCCC1	3	.	-21	?
CN(C)CCC=C1c2ccccc2CCc2ccccc21	10[20.6 µM]	2%	-3	-1%
O=c1cccc2n1CC1CNCC2C1 (centres undefined)	1	0%&-4%	.	1%&-1%

Following part
Every second line gives: IMPase inh | 15-hLO-2 inh | PNC assembly inh | 12-hLO inh
- COc1ccc(CC2C(=O)NC(=O)NC2=O)c(OC)c1
 : 10 | -8% | 28 | -9%
- Fc1ccc(C(OCCN2CCN(CCCc3ccccc3)CC2)c2ccc(F)cc2)cc1
 : 11 | 5% | . | -7%
- CC(C)(Cl)Cl
 : . | 4% | . | -1%
- CCN(CC)S(=O)(=O)c1ccc(N=Cc2c(O)n(-c3ccccc3)c(=O)[nH]c2=O)cc1
 : ? | -2% | ? | -4%
- CC(=O)OC[C@H](N)C(=O)c1ccccc1
 : . | 11%[0.0915 µM] | . | 0%[0.00818 µM]
- O=C1/C(=C/c2ccc([N+](=O)[O-])cc2)N2CCC1CC2
 : . | . | ? | -2%
- CCOC(=O)C(O)(c1ccc(NC(=S)NC(=O)c2ccc(Cl)cc2Cl)cc1)C(F)(F)F (centres undefined)
 : . | . | -14 | -23%
- O=C(Oc1ccccc1)N1CCC[C@@]2(CCN(Cc3ccccc3)C2)C1
 : . | 10% | . | -1%
- CN(C)c1nc(-c2ccccc2)[n+](C)s1
 : -8 | 12% | -5 | -20%
- O=C(Cc1ccccc1)N1CCN(Cc2ccc([N+](=O)[O-])cc2)CC1
 : . | . | -5 | -2%
- O=C(c1ccco1)N1CCC[C@@]2(CCN(Cc3ccncc3)C2)C1
 : . | -1% | . | -1%
- CN1C2CCC1CC(OC(=O)c1ccc(Cl)cc1)(C(=O)O)C2 (centres undefined)
 : . | . | 14 | -2%
- COc1ccc(C2C(C(=O)N3CCC4(CC3)OCCO4)CC(=O)N2c2ccc(OC)cc2)cc1 (centres undefined)
 : 0 | -2% | 28 | -5%
- O=C1OC(c2cc(I)c(O)c(I)c2)(c2cc(I)c(O)c(I)c2)c2ccccc21
 : . | ? | . | ?
- O=C(Nc1ccccc1)N1CC[C@@]2(CCCNC2)C1
 : . | 2% | . | 1%
- O=C(O)CP(=O)(O)c1ccc(Cl)cc1
 : 1 | -2% | 29 | 4%
- CN[C@@H]1C[C@H](c2ccc(Cl)c(Cl)c2)c2ccccc21
 : 12 | 27% | . | -6%
- CCN(CC)Cc1c[nH]c2ccccc12
 : ? | -30% | -5 | -18%
- C=CCOC(=O)C1=C(C)OC(N)=C(C#N)C12C(=O)N(CN1CCOCC1)c1ccccc12 (centres undefined)
 : -3 | -4% | ? | 2%
- Cc1ccc(S(=O)(=O)NCCC(=O)Nc2ccc(Cl)cc2C(=O)c2ccccc2)cc1
 : 9 | . | 52 | 2%
- CCCCCCCCc1ccc(O)cc1
 : . | -5% | . | -6%
- COc1cc(OC)c(OC)cc1CNCCc1ccc(OC)c(OC)c1
 : 1 | -9% | -3 | -7%
- O=C(O)C[C@H]1NCc2cc3ccccc3nc21
 : . | -12%[11.4 µM] | . | 4%[11.4 µM]
- Cc1ccc2cc(C=C(C#N)C#N)c(Cl)nc2c1
 : . | . | -26 | 1%
- Nc1cc(N2CCNCC2)c([N+](=O)[O-])cc1Cl
 : . | . | ? | -5%
- CC(=NCCN1CCOCC1)c1c(O)n(-c2ccccc2C)c(=O)[nH]c1=O
 : -1 | -21% | -24 | 0%
- CC1CCC(NCCc2ccc3c(c2)OCO3)CC1 (centres undefined)
 : 17 | 13% | 43 | -11%
- CC(C)(C)C(O)(CCc1ccc(Cl)cc1)Cn1cncn1 (centres undefined)
 : . | 21% | . | -9%
- C=CC(=O)OCCN(C)C
 : . | 1% | . | -5%
- COc1cc(-c2ccc(N)c(OC)c2)ccc1N
 : . | ? | . | -3%
- NC[C@H](CP(=O)(O)O)c1ccc(Cl)cc1
 : -5 | 21% | . | 2%
- Cc1cc(C)n2c(Br)c(CN3CC4CC(C3)c3cccc(=O)n3C4)nc2n1 (centres undefined)
 : . | . | 38 | 0%
- CCC(=NCCC(c1ccccc1)c1ccccc1)c1c(O)n(C)c(=O)n(C)c1=O
 : 36[activator] | . | -12 | -1%

Part of the list above in order of SMILES length, highest first:
Every second line gives: IMPase inh | 15-hLO-2 inh | PNC assembly inh | 12-hLO inh
- Cc1ccc(S(=O)(=O)NCCC(=O)Nc2ccc(Cl)cc2C(=O)c2ccccc2)cc1
 : 9 | . | 52 | 2%
- CCC(=NCCC(c1ccccc1)c1ccccc1)c1c(O)n(C)c(=O)n(C)c1=O
 : 36[activator] | . | -12 | -1%
- NC[C@H](CP(=O)(O)O)c1ccc(Cl)cc1
 : -5 | 21% | . | 2%
- O=C(O)C[C@H]1NCc2cc3ccccc3nc21
 : . | -12%[11.4 µM] | . | 4%[11.4 µM]
- COc1cc(-c2ccc(N)c(OC)c2)ccc1N
 : . | ? | . | -3%
- CCN(CC)Cc1c[nH]c2ccccc12
 : ? | -30% | -5 | -18%
- C=CC(=O)OCCN(C)C
 : . | 1% | . | -5%
